GAA inhib – blocks human lysosomal alpha-glucosidase | purified human GAA, 4-MU-alpha-glucoside fluorescence | AID 1466 | actives 0.005% (n = 200,000) | P10253 | Potency, µM (doses to about 76.9 µM), without a hit: at the highest dose activity change, negative = inhibition, usual class: inhibitors;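 note: potency is the fitted concentration of half-maximal effect; plate controls were uninhibited enzyme wells for no effect and no-enzyme background for full effect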
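Enzyme (4 nM final) mixed with compound (up to 77 uM), then 4-MU-alpha-D-pyranoside (400 uM final) added; 20 min at room temperature, pH 5.0. Reaction stopped at pH 10, fluorescence read, AC50 derived by Hill fit.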
HttQ103 aggreg – inhibitors of mutant huntingtin aggregate formation in PC12 cells; Potency, µM (doses to about 46.1 µM), for inactives: top-dose activity change, negative = inhibition, actives largely listed as inhibitors; actives 1.1% (n = 220,000); PC12 HttQ103-GFP aggregates, Acumen cytometry, 40 h; AID 1688; note: potency is the fitted concentration of half-maximal effect; % is set by controls: 0 for no effect and ±100 for the full control effect; nearly all actives have a fitted effect of over 60% in size
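Multiplexed with ATP-based cell death, this channel scores GFP aggregates in PC12 cells expressing inducible HTTex1-Q103-GFP. Induction used 100 nM tebufenozide; compounds were tested in concentration series.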
GAA glycogen mod – inhibitors or activators of human alpha-glucosidase glycogen cleavage. P10253. recombinant GAA, glycogen substrate, Amplex Red glucose oxidase fluorescence. Potency, µM (doses to about 76.4 µM), for inactives: at the highest dose activity change, negative = inhibition, most hits filed as inhibitors. actives 0.38% (n = 300,000). AID 2100;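 note: potency is the fitted concentration of half-maximal effect; 0% = full enzyme reaction and -100% = no-enzyme basal signal; the screen sought inhibitors and activators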
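Recombinant enzyme (4 nM final) with compounds titrated up to 77 uM and bovine liver glycogen (30 ug) in citrate pH 5.0, 0.01% Tween-20, 37 C 40 min. Released glucose detected by Amplex Red/glucose oxidase (Ex 573/Em 610); AC50 from Hill fits.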
CBFb RUNX1 block – blocks binding between human CBF-beta and RUNX1. Potency, µM (highest dose often 59.8 µM), for the others: top-dose activity, negative = inhibition, actives largely listed as inhibitors. AlphaScreen CBFb-His/RUNX1-biotin binding, biochemical. AID 1477. 230,000 tested, under 10 active. Q01196+Q13951; note: % of control where 0% means no effect
Target sequence (Q01196 whole entry, looked up): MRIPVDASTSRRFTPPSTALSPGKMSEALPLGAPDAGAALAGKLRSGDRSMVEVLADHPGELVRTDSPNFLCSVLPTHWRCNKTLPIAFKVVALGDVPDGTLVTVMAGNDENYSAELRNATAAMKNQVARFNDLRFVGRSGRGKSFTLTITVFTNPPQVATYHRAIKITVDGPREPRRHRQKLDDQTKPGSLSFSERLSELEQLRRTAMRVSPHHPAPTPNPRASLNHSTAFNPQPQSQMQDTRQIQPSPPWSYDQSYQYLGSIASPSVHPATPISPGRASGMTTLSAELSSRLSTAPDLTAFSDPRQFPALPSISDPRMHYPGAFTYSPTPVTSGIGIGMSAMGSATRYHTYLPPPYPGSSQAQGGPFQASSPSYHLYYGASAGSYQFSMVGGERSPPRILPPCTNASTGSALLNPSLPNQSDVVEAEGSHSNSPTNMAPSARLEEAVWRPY
Target sequence (Q13951 whole entry, looked up): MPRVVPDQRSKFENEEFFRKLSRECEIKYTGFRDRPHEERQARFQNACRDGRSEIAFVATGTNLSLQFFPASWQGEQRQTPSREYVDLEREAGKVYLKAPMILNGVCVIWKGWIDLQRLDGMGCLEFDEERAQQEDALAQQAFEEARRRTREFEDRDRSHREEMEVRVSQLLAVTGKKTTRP
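Room-temperature protein-protein interaction test with 30 nM each of His-tagged CBF-beta and biotinylated RUNX1, 15 min with compound, then 90 min with nickel plus streptavidin beads. Signal read in AlphaScreen mode.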
HTT ATP protect – Huntington cell model cytoprotection by ATP luminescence | PC12 HTT-Q103 induced, cytoprotection, ATP luminescence, 40 h | Potency, µM (titrated, usually from 56.4 µM), without a hit: cytoprotection (ATP increase), actives largely listed as activators | actives 0.14% (n = 230,000);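 note: potency is the fitted concentration of half-maximal effect; % of control where 0% means no effect; nearly all actives have a fitted effect of over 45% in size; toxic huntingtin expression switched on by the ecdysone agonist tebufenozide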
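ATP quantification (ATPlite) reports survival of PC12 cells in which tebufenozide, 100 nM final, switches on Htt exon 1 with 103 glutamines linked to GFP; compounds are titrated.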
aGlu spleen mod – inhibitors or activators of human alpha-glucosidase in spleen homogenate; P10253; human spleen homogenate, 4-MU-alpha-glucoside fluorescence; Potency, µM (doses to about 79.9 µM), for the others: at the top dose activity change, negative = inhibition, hits mostly inhibitors; actives 0.006% (n = 240,000); AID 2112;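 note: potency is the fitted concentration of half-maximal effect; 0% = enzyme with vehicle and -100% = no enzyme basal signal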
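AC50 values come from Hill-equation fits of concentration-response data, normalized to no-enzyme and full-activity controls. Enzyme source: 1 ug human spleen homogenate; 1 mM fluorogenic 4-MU glucoside, pH 5.0 citrate buffer, 37 C, 40 min.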
Lamin A splicing – modulators of lamin A splicing; actives 0.01% (n = 200,000); AID 1487; HeLa LMNA splicing GFP/RFP minigene ratio, 48 h; Potency, µM (doses to about 46.1 µM), for inactives: top-dose ratio change, negative = inhibition, most hits filed as inhibitors; active = well fitted inhibition curve with a large enough effect in the signal ratio, with a control signal flat, not every such curve was filed as active; inconclusive = small, poorly fitted or top-dose-only effect, or effect the other way, or a change in a side signal; the % refers to the signal ratio; note: potency is the fitted concentration of half-maximal effect; % is set by controls: 0 for no effect and ±100 for the full control effect
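S3 HeLa stable clones carrying a lamin A-EGFP splicing minigene plus DsRed2 were seeded at 600 cells/well in Opti-MEM with 2% FBS, pin-dosed and incubated 48 h at 37°C. Acumen cytometry (488 nm) gave the GFP/RFP total-intensity ratio.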
* marks the source's active call; other numbers are inactive results; ? = inconclusive; / = not tested or not shown; [ ] = remark or other dose. Unless noted, calls come from the whole dose curve; as a rule, active = well fitted curve in the direction sought with a large enough effect; inconclusive = small, poorly fitted or top-dose-only effect, or another doubt; inactive = no such curve, though single readings can be large; an effect the other way counts as inactive or inconclusive.

Value order – HttQ103 aggreg	HTT ATP protect	aGlu spleen mod	Lamin A splicing	GAA inhib	GAA glycogen mod	CBFb RUNX1 block
CC1=NN(C(N)=S)C(=O)C1N=Nc1cccc2ccccc12 (stereo not drawn)
→ /	/	4.5%	?	3.2%	0.7%	?
CCOc1ccc(N(CC(=O)NN=C2CCCC2)S(C)(=O)=O)cc1
→ 6.0%	-5.4%	-0.1%	/	-12.0%	-17.7%	1.3%
COc1ccc(-n2cnnc2SCCC#N)cc1
→ -6.0%	27.3%[10 µM]	6.1%	-4.3%	3.8%	?	-10.5%
O=S(=O)(c1ccc(Cl)cc1)N1CCn2c1nc1ccccc12
→ 0.5%	-4.8%	1.0%	-2.5%	-4.1%	0.5%	1.7%
COC(=O)[C@@]1(Cc2ccc(OC)cc2)[C@H]2c3cc(C(=O)N(C)C)n(Cc4ccc(C)o4)c3C[C@H]2CN1C(=O)c1ccccc1
→ /	22.4%	3.7%	/	/	/	-3.6%
Cc1cc(NCCCn2ccnc2)n2ncc(-c3ccccc3)c2n1
→ 1.0%	-167.4%[inhibitor][0.074 µM]	5.0%	?	-11.0%	-3.9%	-5.8%
COc1ccc(NC(=O)c2c(C(F)(F)F)nn(C)c2SCc2ccccc2Cl)cc1
→ -21.6%	-34.3%	4.0%	8.3%	4.8%	-2.0%	6.8%
COc1ccc(CCNC(=O)[C@@H]2C[C@H]2c2ccccc2)cc1OC
→ 16.8%	25.0%[10 µM]	-2.6%	-0.3%	-0.4%	3.0%	12.2%
CN(C)c1cccc(C(=O)OCC(=O)Nc2ccccc2Sc2ccccc2)c1
→ 2.7%	1.3%[10 µM]	-6.6%	-14.6%	-0.5%	-3.1%	-0.8%
Cc1ccnc(NS(=O)(=O)c2cccc([N+](=O)[O-])c2)c1
→ -5.9%[9.22 µM]	13.2%[10 µM]	-0.1%	/	/	3.8%	21.9%
CC(C)=C1C2CCC1C1C(=O)N(NC(=O)COc3ccc(C(C)(C)C)cc3)C(=O)C21 (stereo not drawn)
→ ?	-24.6%	-2.5%	?	-2.3%	-4.7%	-0.3%
CCN1CCN(CCCN(Cc2ccco2)C(=S)Nc2ccc(Cl)c(C)c2)CC1
→ -1.9%	-15.0%	6.4%	?	-2.4%	1.2%	-9.6%
Cc1cc(C(=O)N/N=C/c2ccc([N+](=O)[O-])s2)n[nH]1
→ 0.9%[9.22 µM]	0.2%[10 µM]	-9.3%	/	/	3.5%	2.5%
N#Cc1cccc(-c2nc(N3CCNCC3)c3ccccc3n2)c1
→ /	-46.4%[inhibitor]	5.6%	?	/	/	/
COc1cc2c(cc1OC)C(C(C)C)=NC(C)(C)C2
→ -7.8%	16.2%[1.9 µM]	0.9%	-1.8%	14.2%	-18.5%	20.2%

Quoted from the listing:
Entry for COc1ccc(CCNC(=O)[C@@H]2C[C@H]2c2ccccc2)cc1OC in HttQ103 aggreg: 16.8%
Entry for O=S(=O)(c1ccc(Cl)cc1)N1CCn2c1nc1ccccc12 in HTT ATP protect: -4.8%
Entry for CCOc1ccc(N(CC(=O)NN=C2CCCC2)S(C)(=O)=O)cc1 in aGlu spleen mod: -0.1%

The results go on:
Value order – HttQ103 aggreg	HTT ATP protect	aGlu spleen mod	Lamin A splicing	GAA inhib	GAA glycogen mod	CBFb RUNX1 block
Cc1cc(Nc2ncc(Cl)cc2Cl)n(-c2ccccc2)n1
→ -6.6%	7.6%[1.9 µM]	2.1%	-4.0%	-5.5%	-12.9%	-3.6%
O=C(CCc1nnc(CCC2CCCCC2)o1)NCCn1cccn1
→ 6.0%[9.22 µM]	7.3%[10 µM]	-7.2%	5.5%[46 µM]	-12.0%	10.9%	5.9%
Cc1cc(/C=C(\C#N)C(=O)NCc2cccs2)c(C)n1-c1ccc([N+](=O)[O-])cc1
→ ?	32.1%[10 µM]	-2.7%	0.1%	-3.1%	-7.0%	14.2%
O=C(Nc1ccccc1)Nc1ncc([N+](=O)[O-])s1
→ 11.2µM*	13.6%[10 µM]	-12.6%	?	-5.1%	7.7%	6.0%
CCOc1ccc(-c2nnc(-c3ccco3)o2)cc1
→ 2.5%	-30.7%[10 µM]	?	-0.5%	-8.5%	1.1%	8.6%
CCn1cc(C(=O)NCc2cccs2)c(=O)c2ccc(C)nc21
→ -29.1%	2.4%[10 µM]	1.9%	-1.7%	-3.1%	-5.0%	0.0%
O=C(Nc1nc(-c2ccc(S(=O)(=O)N3CCCCCC3)cc2)cs1)c1cccs1
→ -1.8%	5.3%[10 µM]	2.2%	?	-4.1%	-2.3%	4.6%
C#CCNC(=O)C1=C[C@@H](c2ccc3c(c2)OCO3)[C@H](CCCO)[C@@H](OCC)O1
→ -5.3%[9.22 µM]	8.1%[10 µM]	-3.7%	/	/	-15.1%	?
CN(C)c1ccc(/C=C/c2nc3ccccc3s2)cc1
→ -25.7%	-107.5%[inhibitor]	-0.9%	3.0%	3.4%	2.7%	-13.8%
Cc1nc2cc(N=NC3=C(O)CCCC3=O)ccc2s1
→ ?	-26.5%[10 µM]	-2.0%	-6.9%	?	2.2%	8.7%
CCCCCCCCC/C(=N\O)c1ccccn1
→ -29.9%	-44.4%[inhibitor]	-0.3%	?	-11.2%	-26.6%	-12.4%
CC(C)CNC(=O)COC(=O)c1ccc(Cl)c(S(N)(=O)=O)c1
→ 1.6%	6.3%	2.3%	-3.1%	-8.3%	-9.4%	3.9%
CCn1c(SCc2nnc(-c3ccccc3)o2)nc2c1c(=O)n(C)c(=O)n2C
→ -0.8%	9.6%	-2.4%	4.5%	?	2.0%	-0.3%
COc1ccccc1N1CCN(S(=O)(=O)c2cccc3nsnc23)CC1
→ -2.7%	9.9%[10 µM]	-2.3%	-17.6%	?	0.9%	5.4%
COc1ccc2occ(C(C)=O)c2c1
→ -0.2%[9.22 µM]	-1.9%	-0.3%	12.0%	0.9%	-3.0%	6.5%

Results in HttQ103 aggreg, GAA inhib and HTT ATP protect, for some of the entries so far:
Structure	HttQ103 aggreg	GAA inhib	HTT ATP protect
Cc1cc(/C=C(\C#N)C(=O)NCc2cccs2)c(C)n1-c1ccc([N+](=O)[O-])cc1	?	-3.1%	32.1%[10 µM]
O=C(Nc1ccccc1)Nc1ncc([N+](=O)[O-])s1	11.2µM*	-5.1%	13.6%[10 µM]

Next entries:
Value order – HttQ103 aggreg	HTT ATP protect	aGlu spleen mod	Lamin A splicing	GAA inhib	GAA glycogen mod	CBFb RUNX1 block
O=C(O)CCN=C1CCCc2ccccc2N1
→ -1.9%	-29.2%	-7.4%	-9.6%	5.1%	-14.4%	0.1%
CCOC(=O)N1CCC(NC(=O)C(CC(C)C)NC(=O)C2CCCCC2)CC1 (stereo not drawn)
→ -19.8%	8.8%	-20.3%	1.3%	?	1.1%	-0.9%
CC(NC(=O)c1ccc(N(C)C)cc1)c1ccc(F)cc1 (stereo not drawn)
→ 13.0%	5.5%[10 µM]	3.9%	-15.2%[46 µM]	1.3%	-20.7%	10.4%
Oc1oc(-c2ccccc2)nc1C=NCc1ccccc1
→ 12.2%[9.22 µM]	-15.3%	-11.0%	13.3%	-6.5%	-0.6%	-12.6%
CCSC1=C(C#N)C(c2cccc(Br)c2)CC(=O)N1 (stereo not drawn)
→ 2.5%	-1.3%[10 µM]	0.0%	-15.8%	-12.3%	-0.8%	11.8%
Cc1cc2ccccc2n1CCNC(=O)C1CCCC1
→ 3.0%	-7.4%	0.0%	-0.9%	-0.2%	2.8%	0.4%
CCCCCOc1ccc(C(=O)NCC2(c3ccccc3)CCOCC2)cc1
→ ?	-81.8%[inhibitor]	1.2%	?	1.3%	3.3%	-2.6%
CCc1ccccc1NS(=O)(=O)c1ccc2[nH]cc(C(=O)NCc3ccco3)c(=O)c2c1
→ 7.0%	22.2%	3.3%	-0.7%	-1.4%	-1.3%	-0.6%
C/C(=C\C(=O)c1ccc(F)cc1)NCc1ccc2c(c1)OCO2
→ -11.9%	-18.5%	-3.1%	?	-0.4%	-6.8%	3.1%
CC(C)(C)CNC(CO)C12CC3CC(CC(C3)C1)C2 (stereo not drawn)
→ 7.3%	-11.4%	-4.3%	6.4%	-1.4%	-22.9%	4.0%
O=C(c1ccccc1)N1CCN(C(=O)N2CCCCC2)CC1
→ -0.3%	-11.1%[10 µM]	-1.4%	-6.6%	-3.9%	5.3%	-0.5%
Cc1cc(N/N=C/c2cccc([N+](=O)[O-])c2)nc(-n2nc(C)cc2C)n1
→ 4.1%[9.22 µM]	-22.3%[10 µM]	-4.2%	/	-8.8%	0.5%	?
COC(=O)/C(=N/Nc1cccc(C)c1)N1CCCc2ccccc21
→ ?	-9.9%[10 µM]	-0.1%	?	-16.7%	-1.2%	-5.7%
C=CCn1c(SCC(O)Cn2c3ccccc3c3ccccc32)nnc1-c1ccco1 (stereo not drawn)
→ 1.6%	10.7%[10 µM]	-5.5%	-10.9%	?	-7.6%	-10.7%
Cc1c(C(=O)N2CCC(Cc3ccccc3)CC2)cccc1[N+](=O)[O-]
→ 26.3%[9.22 µM]	3.2%[10 µM]	-2.7%	1.5%[46 µM]	13.3%	-6.0%	0.5%
COc1ccc(CNC(=O)COc2cc(=O)n(C)c3ccccc23)cc1
→ 21.9%	-29.5%	-4.4%	/	-0.9%	-0.4%	4.1%
Cc1ccc(C(=O)COC(=O)c2ccccc2N2C(=O)C3C4CCC(C4)C3C2=O)cc1C (stereo not drawn)
→ 8.1%	-9.0%	5.0%	13.7%	-3.2%	-11.9%	3.6%
CCOC(=O)CSc1nnc(-c2cccnc2)n1Cc1ccccc1
→ -16.2%	1.4%[0.074 µM]	-3.2%	17.6%	1.8%	-1.8%	11.1%
O=c1c2cccnc2[nH]c(=S)n1CCC1=CCCCC1
→ 16.7%	-63.1%[inhibitor]	-9.9%	2.4%	-2.6%	-2.7%	6.9%
Cc1nc2ccccc2c(=O)n1/N=C/c1cccs1
→ -10.0%	13.3%[10 µM]	-1.5%	5.6%[46 µM]	-1.5%	1.7%	-16.6%
Cc1ccc(CN2CCN(/N=C/c3ccc(N(C)C)cc3)CC2)cc1
→ -1.7%[9.22 µM]	10.2%[10 µM]	8.3%	/	/	-13.2%	1.4%
CN(C)C(=O)CSc1nnc(CCCCCNC(=O)OC(C)(C)C)o1
→ 7.3%	-6.6%	4.4%	3.6%	3.1%	10.5%	9.2%
COc1ccc(CNC(=O)c2cnc(C)cn2)cc1
→ 4.9%	-0.8%	-10.6%	30.0%	-4.2%	-0.3%	-2.7%

Screening data as filed in PubChem BioAssay.
